HTR2A ag = mouse HTR2A agonism via beta-arrestin recruitment | AID 624169 | 0.66% of 360,000 active | activation, % at 7.6 µM | CHO-K1 mHTR2A beta-arrestin complementation, luminescence; percent of 30 µM serotonin response | P35363;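 active = activation above a run cutoff, the mean activation of all tested compounds plus 3 SD, cut at about 14% in these data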;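 note: 0% = plate median of compound wells and 100% = 30 µM serotonin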
MC4R antagonist = antagonists of human melanocortin 4 receptor (MC4R). inhibition, % at 6.5 µM. AID 540295. MC4R-expressing cells, MTII-stimulated cAMP, LANCE TR-FRET. P32245. 0.48% of 360,000 active;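 active = inhibition above its plate's cutoff, the mean of tested wells on that plate plus 3 SD, cut at about 29% in these data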;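 note: 0% = Melanotan II alone and 100% = Melanotan II plus saturating MCL0020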
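Test system: U2OS cells stably expressing human melanocortin 4 receptor (MC4R); also added: Melanotan II challenge; compound: 6.5 µM single dose; timing: 30-min compound preincubation, 1-h Melanotan II challenge, 1-h detection, room temperature; signal: Eu-cAMP/anti-cAMP TR-FRET, emission 671 nm; repeats: one well per compound, no replicates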
Glyco luc inh = blocks N-linked glycosylation in D54 reporter cells. 0.23% of 360,000 active. AID 588692. D54 ERlucT glycosylation luciferase reporter, 24 h; percent of 100 nM tunicamycin response. reporter increase, % at 12.5 µM;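 active = mean luciferase reporter signal, scaled so untreated is 0 and the glycosylation-blocking control 100, at or above a set limit in every replicate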;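 note: luciferase carries N-glycosylation sites so blocking glycosylation raises the light; 0% = median of neutral control wells and 100% = median of 100 nM tunicamycin wells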
Vif inh = inhibitors of HIV Vif; HEK293T cells, Vif self-association by quenched fluorescence, imaging, 24 h; inhibition, % at 7.49 µM; 0.35% of 340,000 active; in the data active = inhibition above about 50%, passing the limit was not always enough; note: some results filed as inactive read as strong as hits
H9c2 protect = protects H9c2 cardiomyocytes from peroxide injury | H2O2 injury protection, ATPLite, 2 h | protection from H2O2 cell death, % at 20 µM | 0.63% of 360,000 active;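 active = compounds giving at least 50% protection of heart cells from peroxide-induced death in the single-dose screen, raw or plate-pattern-corrected value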;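 note: 0% = DMSO wells with peroxide and 100% = DMSO wells without peroxide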
CaV13 ICDI inh = Disruptors of the CACNA1D IQ motif to Ca2+-dependent inactivation inhibitor domain association, primary screening, Förster resonance energy transfer in intact living …; inhibition, % at 12.3 µM; 0.098% of 340,000 active; HEK cells, CFP/YFP FRET ICDI-IQ, plate reader, 10 min; percent FRET-ratio fall versus neutral wells; AID 743397;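 active = mean replicate inhibition of at least 30% and at least 1% of replicates passing that level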;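 note: 0% = median of the neutral control wells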
PDI inh = PDI (human) enzyme inhibition; inhibition, % at 10 µM; 0.052% of 350,000 active; PDI insulin aggregation turbidity, A650, 90 min; AID 588391;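 active = mean inhibition across replicates of 30% or more, whatever share of single replicates reach that level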;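 note: absorbance from insulin aggregation driven by PDI reduction with DTT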
ABCB6 inh 2 = inhibitors of human ABC transporter ABCB6 | Q9NP58 | K562-ABCB6 porphyrin accumulation, flow cytometry, 1 h; stronger effect = lower value | fluorescence ratio to DMSO, % at 10 µM | 0.19% of 360,000 active;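 active = fluorescence ratio to DMSO below 75%, the collection mean minus 3 SD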;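 note: signal is porphyrin accumulated inside mitochondria; 100% equals median channel fluorescence of DMSO control wells; lower ratio means ABCB6 inhibition with less porphyrin fluorescence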
Target sequence (Q9NP58 whole entry, looked up): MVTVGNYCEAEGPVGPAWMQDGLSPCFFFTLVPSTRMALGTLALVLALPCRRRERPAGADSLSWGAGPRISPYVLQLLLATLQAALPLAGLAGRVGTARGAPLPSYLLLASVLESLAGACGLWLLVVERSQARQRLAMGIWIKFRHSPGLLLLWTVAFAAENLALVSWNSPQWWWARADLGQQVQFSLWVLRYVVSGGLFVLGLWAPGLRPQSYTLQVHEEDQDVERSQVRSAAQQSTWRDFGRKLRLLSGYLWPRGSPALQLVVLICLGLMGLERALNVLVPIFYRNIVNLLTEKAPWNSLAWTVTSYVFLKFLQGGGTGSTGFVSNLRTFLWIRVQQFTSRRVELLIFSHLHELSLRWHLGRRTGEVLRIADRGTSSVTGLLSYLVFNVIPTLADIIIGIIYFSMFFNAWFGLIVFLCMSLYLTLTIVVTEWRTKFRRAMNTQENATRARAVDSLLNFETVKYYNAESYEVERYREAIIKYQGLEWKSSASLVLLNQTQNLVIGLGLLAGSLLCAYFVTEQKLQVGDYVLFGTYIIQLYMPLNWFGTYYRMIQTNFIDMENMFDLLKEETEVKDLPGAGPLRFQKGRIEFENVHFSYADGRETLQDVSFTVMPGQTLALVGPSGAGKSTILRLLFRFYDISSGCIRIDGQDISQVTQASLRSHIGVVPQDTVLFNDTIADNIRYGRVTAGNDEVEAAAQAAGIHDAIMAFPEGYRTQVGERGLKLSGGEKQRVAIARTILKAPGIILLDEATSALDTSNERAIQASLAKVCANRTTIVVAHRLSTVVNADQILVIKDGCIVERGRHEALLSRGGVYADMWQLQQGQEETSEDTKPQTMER
MC4R barr agon = activates human MC4R beta-arrestin recruitment | P32245 | U2OS MC4R beta-arrestin complementation, luminescence; percent of melanotan II response, DMSO zero | activation, % at 8.9 µM | 0.98% of 360,000 active | AID 540308;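 active = activation above a per-plate cutoff, the mean activation of sample wells on that plate plus 3 SD, cut at about 8% in these data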
aDG glyco act = increases alpha dystroglycan glycosylation; Pro5-aDG cells, alpha-DG glycosylation AlphaScreen (IIH6); 0% Pro5, 100% B10-LARGE cell signal; activation, % at 10 µM; 0.22% of 360,000 active;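 active = activation of at least 8% versus controls, or a plate z-score of at least 8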;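 note: Pro5 are CHO cells carrying HIG-tagged alpha-DG that lacks glycosylation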
Starred values were filed as active, the others as inactive; . = no result given. The order is random. Share with any hit: about 3.6%.

[1] O=C(CCN1CCCCC1)Nc1ccc(Br)cc1
[2] O=S(=O)(Nn1cnnc1)c1ccccc1Cl
[3] COc1ccc(C2CC(=O)c3cnn(-c4nc(C)cc(C)n4)c3C2)cc1OC (stereo not drawn)
[4] C#CCOCCOCCOCCNc1nc(N2CCOCC2)nc(N2CCN(C(=O)[C@H](Cc3cc4ccccc4[nH]3)n3cc([C@@H](N)C(C)CC)nn3)CC2)n1 (stereo partly drawn)
[5] Cc1ccc(N2CC(C(=O)N(C)CC(=O)Nc3ccc(Cl)c(C(F)(F)F)c3)CC2=O)cc1 (stereo not drawn)
[6] COCCn1c(SCC(=O)N2CCCc3ccccc32)nc2ccccc2c1=O
[7] COc1ccc(S(=O)(=O)N2CCOC2CNC(=O)C(=O)NCCc2ccccc2)cc1OC (stereo not drawn)
[8] CCOC(=O)c1c(C)[nH]c(C(=O)O)c1C
[9] COCCNc1nc(N)c([N+](=O)[O-])c(NCCO)n1
[10] Cc1occc1C(=O)N/N=C/c1ccc(-c2cccc([N+](=O)[O-])c2)o1

entry no.	1	2	3	4	5	6	7	8	9	10
HTR2A ag	-4	-2	3	3	-4	0	3	2	1	-13
MC4R antagonist	-3	2	12	-3	-4	4	11	2	-1	8
Glyco luc inh	-1	2	3	-4	4	-1	-2	1	2	-1
Vif inh	6	4	10	-4	8	-15	0	-31	8	7
H9c2 protect	-2	15	0	14	-5	26	5	-2	7	16
CaV13 ICDI inh	-3	-1	-4	-5	-5	-6	-3	.	-3	-7
PDI inh	9	10	-1	9	2	1	.	-2	-1	6
ABCB6 inh 2	91	88	100	100	101	96	97	102	96	106
MC4R barr agon	0.1	-1.0	-1.4	-1.2	-0.2	1.1	-1.0	-2.7	0.7	-1.9
aDG glyco act	0.0	0.0	-0.1	0.1	1.2	0.1	0.0	-0.1	-0.1	0.0

[11] CCCS(=O)(=O)c1c(S(=O)(=O)CCC)c2cnccn2c1C(=O)c1ccc(CC)cc1
[12] Cc1ccccc1C(=O)NCC(=O)Nc1ccc(C)c(S(=O)(=O)N2CCCCCC2)c1
[13] COc1ccc(CC(=O)Nc2ccc(S(=O)(=O)N3CCC(C)CC3)cc2)c(OC)c1
[14] CC(=O)NC1=NN(C(C)=O)C(c2cccs2)S1 (stereo not drawn)
[15] Cc1ccc(C(=O)c2ccccc2C(=O)O)cc1C
[16] COc1cc(NC(=O)C2CCN(S(=O)(=O)c3ccc(N4CCCC4=O)cc3)CC2)cc(OC)c1
[17] O=S(=O)(O)c1cc(Cl)cc(N=Nc2ccc(O)cc2O)c1O
[18] CC(=O)NC(c1ccc(Cl)cc1)c1c(O)ccc2ccc(O)cc12 (stereo not drawn)
[19] Cc1ccsc1-c1nc(CN(C)C(C2CC2)C2CC2)c(C)o1
[20] Cc1n[nH]c(=S)n(/N=C/c2cccs2)c1=O

entry no.	11	12	13	14	15	16	17	18	19	20
HTR2A ag	-2	5	2	3	2	-3	0	-2	-1	14*
MC4R antagonist	8	1	1	-8	2	9	-5	8	0	7
Glyco luc inh	0	-2	-4	1	2	1	-3	0	1	2
Vif inh	25	-9	-11	2	-6	-4	-6	0	-7	3
H9c2 protect	12	0	-16	4	-2	7	3	3	-4	3
CaV13 ICDI inh	-4	.	-2	-12	2	-7	-17	-5	-5	-3
PDI inh	10	-8	1	1	16	12	3	0	-8	-6
ABCB6 inh 2	94	96	105	94	93	100	104	91	91	100
MC4R barr agon	-2.3	-2.2	1.1	-1.5	-1.4	-2.2	-3.9	-2.3	-1.4	-1.4
aDG glyco act	0.0	0.1	0.0	0.1	0.1	0.3	-0.2	-0.3	0.2	-0.2

[21] Cc1cc(C(=O)N2CCC(Cc3ccccc3)CC2)no1
[22] CCOc1ccccc1NC(=O)Nc1cc(OC)ccc1OC
[23] O=C(CSc1nc2ccccc2o1)N1CCN(C(=O)c2ccco2)CC1
[24] C=CCN1C(C(=O)c2ccccc2)=C(OC(=O)COc2ccccc2)c2ccccc2S1(=O)=O
[25] COc1cc(C2C(C#N)=C(N)Oc3n[nH]c(C)c32)cc2c1OCO2 (stereo not drawn)
[26] Cc1ccc(S(=O)(=O)/N=C/c2c(O)ccc3ccccc23)cc1
[27] CC(C)[C@H](CO)NC(=O)[C@H]1O[C@@H](n2ccc(=O)[nH]c2=O)[C@H](O)[C@@H]1O
[28] Cc1ccc(S(=O)(=O)N2CCN(C(=O)COC(=O)c3ccc(O)cc3)CC2)c(C)c1
[29] COc1cccc(-n2c(Cc3cc(=O)[nH]c(=O)[nH]3)nnc2SCC(=O)N2CCC(C)CC2)c1
[30] Cc1ccc(S(=O)(=O)Nc2cnc3ccccc3c2)cc1

entry no.	21	22	23	24	25	26	27	28	29	30
HTR2A ag	-6	-2	6	3	5	-1	0	-9	0	2
MC4R antagonist	1	6	6	1	0	6	.	11	0	19
Glyco luc inh	-4	0	-3	1	3	3	2	-1	0	-3
Vif inh	-1	-4	-2	6	6	4	-1	-8	5	-11
H9c2 protect	-12	6	7	2	1	6	-2	0	-4	-16
CaV13 ICDI inh	.	-4	-1	-16	-5	-5	-7	-6	-4	2
PDI inh	-40	13	-1	6	-5	5	.	17	4	5
ABCB6 inh 2	96	92	90	96	102	104	100	100	112	93
MC4R barr agon	-2.7	-1.5	-1.2	2.5	-2.0	0.2	.	-2.3	0.7	1.6
aDG glyco act	0.2	-0.3	-0.2	-0.3	-0.1	0.0	-0.1	0.1	0.2	0.9

Ordered by number of heavy atoms (rising): part of the list above.
[20] Cc1n[nH]c(=S)n(/N=C/c2cccs2)c1=O
[30] Cc1ccc(S(=O)(=O)Nc2cnc3ccccc3c2)cc1
[17] O=S(=O)(O)c1cc(Cl)cc(N=Nc2ccc(O)cc2O)c1O
[22] CCOc1ccccc1NC(=O)Nc1cc(OC)ccc1OC
[27] CC(C)[C@H](CO)NC(=O)[C@H]1O[C@@H](n2ccc(=O)[nH]c2=O)[C@H](O)[C@@H]1O
[23] O=C(CSc1nc2ccccc2o1)N1CCN(C(=O)c2ccco2)CC1
[28] Cc1ccc(S(=O)(=O)N2CCN(C(=O)COC(=O)c3ccc(O)cc3)CC2)c(C)c1
[29] COc1cccc(-n2c(Cc3cc(=O)[nH]c(=O)[nH]3)nnc2SCC(=O)N2CCC(C)CC2)c1
[24] C=CCN1C(C(=O)c2ccccc2)=C(OC(=O)COc2ccccc2)c2ccccc2S1(=O)=O

entry no.	20	30	17	22	27	23	28	29	24
HTR2A ag	14*	2	0	-2	0	6	-9	0	3
MC4R antagonist	7	19	-5	6	.	6	11	0	1
Glyco luc inh	2	-3	-3	0	2	-3	-1	0	1
Vif inh	3	-11	-6	-4	-1	-2	-8	5	6
H9c2 protect	3	-16	3	6	-2	7	0	-4	2
CaV13 ICDI inh	-3	2	-17	-4	-7	-1	-6	-4	-16
PDI inh	-6	5	3	13	.	-1	17	4	6
ABCB6 inh 2	100	93	104	92	100	90	100	112	96
MC4R barr agon	-1.4	1.6	-3.9	-1.5	.	-1.2	-2.3	0.7	2.5
aDG glyco act	-0.2	0.9	-0.2	-0.3	-0.1	-0.2	0.1	0.2	-0.3

(next part)
[31] CC(=NCc1cccc(Cl)c1)c1nc(-c2ccco2)oc1O
[32] COc1ccc(S(=O)(=O)CC(=O)c2cc3cc(Br)ccc3oc2=O)cc1
[33] CC1CCN(CCCNC(=O)c2coc3nc4ccccc4nc23)CC1
[34] O=C(N/N=C/c1cccc(OCc2ccccc2)c1)c1ccc(Br)o1
[35] COc1ccc(C(C#N)N2CCC(c3ccccc3)=N2)cc1OC (stereo not drawn)
[36] O=C(NNC(=S)NCc1ccco1)c1cccs1
[37] CNc1c(NS(=O)(=O)c2ccc(C3CCCCC3)cc2)c(=O)oc2ccccc12
[38] Cc1ccc(NS(=O)(=O)c2cc(NC(=O)c3cc(=O)[nH]c(=O)[nH]3)ccc2Cl)c(C)c1
[39] CCn1c(C)cc(C(=O)COC(=O)CNC(=O)c2ccco2)c1C
[40] Cc1cc(C)cc(NC(=O)c2cc(C)nc3ccccc23)c1
[41] CC(C)OC(=O)CSc1nnc(SCc2cccc3ccccc23)s1

entry no.	31	32	33	34	35	36	37	38	39	40	41
HTR2A ag	1	7	-3	-12	0	3	2	-3	-4	-2	2
MC4R antagonist	4	8	9	10	5	3	-6	19	12	-2	5
Glyco luc inh	2	0	-4	-1	-1	5	-2	0	-1	1	2
Vif inh	1	-5	-3	-8	2	6	-5	-15	.	0	.
H9c2 protect	-2	-4	6	-4	-11	-4	-6	12	11	-1	-10
CaV13 ICDI inh	-16	-2	-5	-7	-2	-16	-3	2	-4	-3	-1
PDI inh	21	-7	2	3	6	-3	-1	19	-3	4	15
ABCB6 inh 2	96	106	83	106	101	98	101	98	98	100	93
MC4R barr agon	-0.5	-1.7	-1.2	0.0	-1.5	-1.5	0.4	-2.0	-1.9	0.4	-1.1
aDG glyco act	0.4	2.3	0.0	0.1	-0.1	0.0	0.2	-0.2	0.0	-0.1	-0.1
